EPAC2 agonist: activates human EPAC2 exchange factor; Potency, µM (doses to about 154 µM), without a hit: at the top dose activation, most hits filed as activators; 0.079% of 360,000 active; Q8WZA2; EPAC2 activation, biochemical qHTS; response scale: 100% = 6.5 mM cAMP response; further: nearly all actives have a fitted effect of over 50% in size
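qHTS, titration series. 100 nM EPAC2 / 250 nM Rap1B-BODIPY-GDP / 50 uM GDP; RT; ex 480/em 540 nm, 5-min reads to 30 min. Norm. to 6.5 mM cAMP = activation.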
EPAC1 ag: EPAC1 (human) agonism; O95398; 0.073% of 360,000 active; EPAC1 agonist qHTS, biochemical assay; response scale: 100% = response to 6.5 mM cAMP; Potency, µM (series often up to 154 µM), without a hit: at the highest dose activation, most hits filed as activators; further: nearly all actives have a fitted effect of over 60% in size
Target sequence (O95398 whole entry, looked up): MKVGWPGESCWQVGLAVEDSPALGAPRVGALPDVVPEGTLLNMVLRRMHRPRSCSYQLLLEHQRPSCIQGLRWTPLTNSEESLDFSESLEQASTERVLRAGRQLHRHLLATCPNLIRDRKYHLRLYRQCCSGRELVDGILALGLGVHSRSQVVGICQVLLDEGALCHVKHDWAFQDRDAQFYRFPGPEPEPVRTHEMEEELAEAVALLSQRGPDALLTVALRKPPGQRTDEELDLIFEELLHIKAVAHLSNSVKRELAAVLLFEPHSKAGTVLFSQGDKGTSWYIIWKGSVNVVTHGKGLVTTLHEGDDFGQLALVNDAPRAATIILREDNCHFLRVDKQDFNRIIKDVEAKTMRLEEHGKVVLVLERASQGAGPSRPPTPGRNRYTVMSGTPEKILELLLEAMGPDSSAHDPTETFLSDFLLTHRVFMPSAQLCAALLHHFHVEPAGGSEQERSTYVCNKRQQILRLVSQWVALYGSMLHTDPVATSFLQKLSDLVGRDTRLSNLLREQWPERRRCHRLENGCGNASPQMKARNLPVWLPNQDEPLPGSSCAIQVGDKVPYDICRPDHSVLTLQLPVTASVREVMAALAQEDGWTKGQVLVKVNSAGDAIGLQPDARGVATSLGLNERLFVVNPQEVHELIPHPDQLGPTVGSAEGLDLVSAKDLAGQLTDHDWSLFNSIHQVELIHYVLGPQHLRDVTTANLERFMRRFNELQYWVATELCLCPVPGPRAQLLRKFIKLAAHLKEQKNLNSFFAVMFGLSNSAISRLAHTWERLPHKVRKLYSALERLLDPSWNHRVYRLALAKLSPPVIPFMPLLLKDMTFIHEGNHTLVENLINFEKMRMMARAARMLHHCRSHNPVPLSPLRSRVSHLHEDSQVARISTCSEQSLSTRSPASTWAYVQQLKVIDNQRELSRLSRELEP
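Compounds were pinned as a concentration titration into mixtures of EPAC1 (100 nM), BODIPY-GDP-loaded Rap1B (250 nM) and GDP (50 uM). After 5 min at room temperature, fluorescence was followed for 30 min; activity was scaled to 6.5 mM cAMP.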
TDP-43 yeast inh: rescues yeast growth from TDP-43 toxicity | TDP-43 expressing yeast growth rescue, BacTiter-Glo, 24 h | Potency, µM (titrated, usually from 46.1 µM), inactives show top-dose growth rescue (activation), most hits filed as activators | 1.8% of 410,000 active | AID 652104; further: % of control where 0% means no effect; nearly all actives have a fitted effect of over 50% in size
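In this qHTS, compounds that restore growth of yeast expressing TDP-43 appear as activators. Cells (OD600=0.02, galactose medium, raffinose-pregrown) are incubated with compound 24 hr at 30 deg C and growth is quantified by BacTiter-Glo.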
EPAC2 antagonist: EPAC2 (human) antagonism | 0.18% of 360,000 active | EPAC2 GEF exchange of Rap1B-BODIPY-GDP, fluorescence | Potency, µM (highest dose often 114 µM), for the others: at the top dose activity, negative = inhibition, actives largely listed as inhibitors | Q8WZA2; further: on the % scale 0 is the no-effect control and ±100 the full control effect; nearly all actives have a fitted effect of over 45% in size; many of its hits are not listed in these tables
EPAC1 antag: EPAC1 (human) antagonism; O95398; EPAC1 GEF assay, Rap1b-BODIPY-GDP exchange fluorescence; Potency, µM (series often up to 115 µM), for the others: top-dose activity change, negative = inhibition, usual class: inhibitors; 0.14% of 360,000 active; AID 720709;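 further: plate controls were vehicle for no effect and positive control for full effect; nearly all actives have a fitted effect of over 50% in size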
PTHR1 agonist: activates the human parathyroid hormone receptor PTHR1 | Q03431 | HEK293 GP2 PTHR1 cells, GloSensor cAMP luminescence, 1 h | Potency, µM (doses to about 115 µM), inactives show at the top dose activation, usual class: activators | 0.075% of 410,000 active; further: nearly all actives have a fitted effect of over 55% in size; some results filed as inactive show a strong effect at the top dose; inactives centre near -15; many of its hits are not listed in these tables
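HEK-293-derived GP2 cells expressing PTHR1 and a GloSensor cAMP reporter, 3,000/well, plated overnight, given luciferin plus IBMX (each 0.5 mM as added) for 1 h at 37 °C, then compound for 1 h at 37 °C. Luminescence was read after 15 min at room temperature.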
FUS yeast rescue: suppressors of FUS proteinopathy in yeast; S. cerevisiae FUS-expressing, growth rescue, OD600, 24 h; Potency, µM (series often up to 76.6 µM), without a hit: at the top dose growth rescue (activation), hits mostly activators; 0.24% of 390,000 active;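 further: plate controls were DMSO vehicle for no effect and reference control for full effect; nearly all actives have a fitted effect of over 55% in size; some results filed as inactive show a strong effect at the top dose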
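Compound concentration series was pinned onto galactose-induced FUS-expressing yeast seeded at OD 0.005. Plates sat 24hr at 30C; absorbance at 600 nm gave growth. DMSO served as background control.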
aSyn rescue: rescues yeast growth from alpha-synuclein toxicity. Yeast expressing alpha-synuclein, growth rescue, BacTiter-Glo, 24 h. 0.14% of 370,000 active. Potency, µM (doses to about 46.1 µM), without a hit: top-dose growth rescue (activation), usual class: activators; further: % of control where 0% means no effect; nearly all actives have a fitted effect of over 65% in size
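Rescue of yeast growth: cells expressing toxic alpha-synuclein, induced in galactose at OD600 0.02, incubated with compound 24 h at 30 C. ATP luminescence quantified growth; inhibitors of toxicity appear as activators.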
Active calls of the source: *; i = inactive; ? = inconclusive; nt = not tested or not shown; [ ] = another dose, or the depositor's remark. The call rests on the fitted dose curve; in most records, active means well fitted curve in the direction sought with a large enough effect; inconclusive means small, poorly fitted or top-dose-only effect, or another doubt; inactive means no such curve, though single readings can be large; an effect the other way counts as inactive or inconclusive. Potency means the concentration at half of the fitted maximal effect.

mol,EPAC2 agonist,EPAC1 ag,TDP-43 yeast inh,EPAC2 antagonist,EPAC1 antag,PTHR1 agonist,FUS yeast rescue,aSyn rescue
CCCC(=O)NC(c1ccccc1)c1c(O)ccc2ccccc12 (centres undefined),8%,-5%,5%,?,-1%,-37%[inhibitor],-24%,-3%
O=C(CN(C(=O)c1csnn1)c1ccccc1Cl)NCCc1ccccc1,7%,4%,2%,-3%,2%,19%,7%,6%
CCOC(=O)c1c(/N=C/c2ccccc2O)sc2c1CCC2,4%,-4%,?,1%,4%,-12%,15%,10%
O=C(CSCc1ccc(Br)cc1)NCc1ccccn1,1%,4%,nt,4%,-22%,i,0%,2%
O=C(/C=C/c1ccc(S(=O)(=O)N2CCOCC2)cc1)Nc1ccc(F)c(F)c1F,-4%,3%,0%,6%,-12%,-29%,nt,0%
Cc1ccc(C(C)C)c(Oc2nnnn2-c2ccccc2)c1,23%,20%,0%,?,-18%,-2%[57.5 µM],9%,-24%
COc1cc(/C=C/C(=O)NCc2nc3ccccc3[nH]2)cc(OC)c1OC,10%,11%,-3%,-11%,-8%,0%,-18%,-5%
O=C(COC(=O)c1ccc(Cl)s1)c1cc2ccccc2o1,7%,11%,?,4%,3%,-12%[57.5 µM],10%,8%
COc1ccc(C2=NNC(=Nc3cc(S(=O)(=O)N(C)C)ccc3C)SC2)c(OC)c1,11%,5%,11%,4%,-4%,-71%[inhibitor],39%,-2%
CCn1nc(NC(=O)COC)c2cc3cccc(C)c3nc21,8%,-3%,7%,-10%,-5%,i,-12%,0%
O=C(Nc1ccc(Br)cc1)C1CCCC1,-1%,-3%,11µM*,6%,4%,-31%[inhibitor],-3%,1%
COc1ccccc1NS(=O)(=O)c1ccc(-c2cc(C)no2)s1,7%,-6%,?,?,-16%,-35%[inhibitor],6%,5%
COc1ccc(C(=O)OCC(=O)N2C(C)CCCC2C)cc1S(=O)(=O)N1CCOCC1 (centres undefined),-7%,3%,-13%,-13%,-27%,-11%,9%,0%
COc1cc(C2/C(=C(\O)c3ccc4c(c3)OCCO4)C(=O)C(=O)N2Cc2ccco2)cc(OC)c1OC (centres undefined),-2%,-10%,-13%,2%,-12%,i,16%,0%
CCn1c(CNC(=O)c2ccco2)nnc1SCC(=O)Nc1ccccc1Cl,0%,-1%,-4%,-6%,12%,-21%,1%,0%
CCOC(=O)C1=C(C)OC(N)=C(C#N)C1c1cc2c(cc1[N+](=O)[O-])OCO2 (centres undefined),9%,15%,5%,?,5%,i,14%,-14%
CC(=O)NN1C(=O)/C(=C/c2ccc(C(C)C)cc2)SC1=S,-12%,6%,3%,-15%,-16%,-21%,nt,3%
Clc1ccc(C2Nc3cccc4cccc(c34)N2)cc1,-2%,-2%,?,?,6%,-32%[inhibitor],-15%,0%
Cc1ccccc1-c1cc2nc(NCc3ccc4occc4c3)n(C)c(=O)c2s1,1%,-3%,?,-7%,9%,-71%[inhibitor],?,?
CCC(=O)NNc1nc2c(C)cc(C)cc2s1,-5%,1%,-3%[9.22 µM],2%,12%,-15%,17%,2%
Cc1cc(NC(=O)CNC(=O)C2CCCCC2)no1,10%,3%,1%,2%,3%,i,-9%,-5%
O=C(CN1C(=O)NC2(CCCC2)C1=O)N1CCN(Cc2ccccc2)CC1,9%,9%,-4%,5%,6%,-4%,9%,1%
O=C(CSc1ccc(-c2ccco2)nn1)c1ccccc1,1%,3%,0%,-1%,14%,-20%,24%,1%
Cc1cc(C)c(C(=O)CN2C(=O)NC3(CCC(C)CC3)C2=O)cc1C (centres undefined),7%,0%,16%,-9%,-8%,i,4%,-3%
COc1cccc(CN(C)C(=O)CNC(=O)c2ccc3c(c2)OCO3)c1OC,8%,6%,11%,18%,20%,12%,25%,4%
Cc1cc(NCCCN2CCOCC2)n2ncc(-c3ccc(Cl)cc3)c2n1,1%,1%,-9%,-4%,4%,i,-10%,-7%
CCN(CC)c1nc(C)nc2c1sc(=S)n2C,-5%,-6%,18%[9.22 µM],?,3%,-33%[inhibitor],-12%,5%
CCc1ccc(-c2nc(NC(=O)c3ccc(OCC(=O)Nc4ccc(F)cc4)c(OC)c3)sc2C)cc1,4%,-3%,-11%,6%,-8%,-8%,nt,5%
CSc1ccccc1NC(=O)Nc1ccc(Cl)cc1,5%,-12%,-5%,16%,-17%,i,?,-26%
NC(=S)N/N=C/c1ccc(-n2nncc2-c2ccc(Cl)cc2)cc1,13%,3%,-2%,-10%,-15%,?,28%,-8%
CN(C(=O)c1ccccc1Cl)C1CCCCC1,-5%,2%,-9%,6%,16%,i,16%,-2%
CN(CCCN1CCCCC1)C(=O)c1cc(COc2ccc(F)cc2F)on1,5%,6%,-24%,-4%,-20%,-4%,nt,-4%
CCOC(=O)N1CCN(c2cc(NCCC(=O)O)c3c4c(onc24)-c2ccccc2C3=O)CC1,11%,1%,-27%,-17%,16%,i,?,-5%
CC(C)(C)n1nnnc1C(c1ccccc1)N1CCN(c2ccccn2)CC1 (centres undefined),2%,4%,13%,-6%,-1%,-31%[inhibitor],3%,5%
O=C(/C=C/c1cccc(F)c1)Nc1ccc(S(=O)(=O)Nc2ncccn2)cc1,0%,10%,-1%,-20%,-14%,-6%,11%,-7%
CC(=O)Nc1ccc(S(=O)(=O)Nc2nc3cc4c(cc3nc2Cl)OCCO4)cc1,-4%,4%,5%,-9%,-11%,-9%,17%,8%

Part of the list above, with values under each structure.
Values in the order – EPAC2 agonist	EPAC1 ag	TDP-43 yeast inh	EPAC2 antagonist	EPAC1 antag	PTHR1 agonist	FUS yeast rescue	aSyn rescue
NC(=S)N/N=C/c1ccc(-n2nncc2-c2ccc(Cl)cc2)cc1
  13%	3%	-2%	-10%	-15%	?	28%	-8%
CN(C(=O)c1ccccc1Cl)C1CCCCC1
  -5%	2%	-9%	6%	16%	i	16%	-2%
CN(CCCN1CCCCC1)C(=O)c1cc(COc2ccc(F)cc2F)on1
  5%	6%	-24%	-4%	-20%	-4%	nt	-4%
CCOC(=O)N1CCN(c2cc(NCCC(=O)O)c3c4c(onc24)-c2ccccc2C3=O)CC1
  11%	1%	-27%	-17%	16%	i	?	-5%
CC(C)(C)n1nnnc1C(c1ccccc1)N1CCN(c2ccccn2)CC1 (centres undefined)
  2%	4%	13%	-6%	-1%	-31%[inhibitor]	3%	5%

New compounds follow
mol,EPAC2 agonist,EPAC1 ag,TDP-43 yeast inh,EPAC2 antagonist,EPAC1 antag,PTHR1 agonist,FUS yeast rescue,aSyn rescue
CCOc1ccc(CCNC(=O)C2=C(C)C(=O)OC23CCC(C)CC3)cc1 (centres undefined),-9%,-19%,22%,6%,-2%,-8%,29%,5%
O=C(Nc1cc(C(F)(F)F)ccc1Cl)c1cc2nc3c(c(C(F)(F)F)n2n1)CCCC3,-8%,-17%,-9%,-6%,-13%,-18%[57.5 µM],10%,8%
O=C(O)C1Cc2[nH]cnc2C(c2cccc([N+](=O)[O-])c2)N1 (centres undefined),4%,-11%,-13%,8%,20%,-21%,-1%,-1%
COC(=O)c1sc(NC(=O)Cc2cccs2)nc1C,8%,8%,4%,-8%,-11%,i,24%,6%
Cc1cc(C(F)(F)F)nc(-n2cc(-c3cccc(N)c3)nn2)n1,0%,3%,nt,6%,-24%,i,24%,0%
CC(=O)Nc1ccc(NC(=O)CSc2nnc(N)n2-c2ccccc2)cc1,5%,7%,-3%,11%,-6%,-16%,15%,-3%
C/C(Cn1cnc([N+](=O)[O-])n1)=N\NC(=O)c1cccnc1,1%,-1%,27%,2%,-22%,-19%,nt,8%
C=CCSc1nc2ccccc2n2cnnc12,1%,9%,?,-14%,?,-7%,-26%,-13%
CCc1ccccc1NC(=O)COc1cccc2ccc(C)nc12,16%,-1%,?,4%,-8%,-6%,2%,-9%
COc1ccc(-c2csc(Nc3ccc(S(N)(=O)=O)cc3)n2)cc1OC,4%,-2%,-19%,10%,-15%,-38%[inhibitor],?,-4%
Cc1ccc(C(=O)N2CC=C(c3ccccc3)CC2)o1,-1%,-1%,4%,1%,1%,i,12%,-3%
CCOC(=O)c1ccc(NC(=O)COc2ccccc2CNCCc2ccccc2)cc1,14%,-5%,-3%,10%,-1%,-23%,-6%,-5%
CCOC(=O)C1Nc2ccc(C)cc2C2C=CCC12 (centres undefined),6%,-4%,-1%,6%,-9%,i,34%,16%
CCOC(=O)CCCN1CC(O)=C(c2nc3ccccc3s2)C1=N,-3%,1%,-6%[0.397 µM],3%,-18%,i,15%,1%
CCOc1ccc(CCNC(=O)CN(C)S(=O)(=O)c2ccc3c(c2)CCC(=O)N3)cc1OCC,-1%,3%,8%,6%,8%,i,22%,-6%
O=c1[nH]c2ccccc2c(O)c1SCCO,8%,-2%,-11%[0.397 µM],5%,-9%,-40%[inhibitor],7%,-7%
COc1ccc(Cl)cc1NC(=O)Cn1c(=O)oc2ccccc21,3%,10%,-24%,-4%,10%,i,-3%,-2%
Cc1ccc(NC(=S)NCc2ccccc2)c(C)c1,8%,-1%,6%,7%,-3%,-34%[inhibitor],6%,-7%
CCOc1ccc(C(OC(=O)c2ccco2)C(=O)NCc2ccc(C)cc2)cc1 (centres undefined),11%,11%,-7%,6%,4%,-23%,30%,-1%
C#Cc1ccc(NC(=O)C2(C)CCN2C(=O)C/C=C/c2ccccc2)cc1 (centres undefined),8%,1%,25µM*,-26%,-4%,-23%,32%,20%
CCOc1ccccc1NC(=O)CCS(=O)(=O)c1ccc2c(c1)CC(C)N2C(C)=O (centres undefined),14%,3%,-5%,-2%,?,-11%,3%,-5%
O=C(O)CC(SCC(=O)NC1CCCc2ccccc21)C(=O)O (centres undefined),-2%,2%,-18%,-3%,-4%,i,-5%,-1%
COc1cccc(CNC[C@H]2O[C@@H](n3cnc(C(N)=O)n3)[C@H](O)[C@@H]2O)c1OCc1ccc(F)cc1Cl,3%,0%,14%,-21%,-9%,i,-12%,1%
Clc1ccc(-c2cn3cc(Br)ccc3n2)cc1Cl,-1%,-6%,-4%,-3%,-9%,-38%[inhibitor],nt,-12%
CC(C)c1ccc(-c2cc(C(=O)N3CCOCC3)c3cc(Br)ccc3n2)cc1,7%,-5%,?,-13%,10%,-34%[inhibitor],10%,-14%

Screens as filed in PubChem.

Only part of the results is shown, so the mix of outcomes need not match the whole.
